SW480 rereplic – A quantitative high throughput screen for small molecules that induce DNA re-replication in SW480 colon adenocarcinoma cells | AID 624297, 2012 | SW480 DNA re-replication, Hoechst DNA content imaging, 48 h | actives 1.8% (n = 340,000) | Potency, µM (top dose mostly 46.1 µM), for the others: at the top dose re-replication activation, most hits filed as activators; note: potency is the fitted concentration of half-maximal effect; % of control where 0% means no effect; nearly all actives have a fitted effect of over 55% in size
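Hoechst fluorescence of nuclei (405 nm excitation, 500-530 nm emission) measured by plate-scanning imager after 48 hr compound exposure at 37 C; re-replication scored as increased number of nuclei with elevated intensity.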
DRD3 antagonist – qHTS of D3 Dopamine Receptor Antagonist: qHTS. D3R cells, DiscoveRx beta-arrestin luminescence, antagonist mode; hits give low values. D(3) dopamine receptor (Homo sapiens), P35462. actives 2.5% (n = 360,000). max response, negative = inhibition, %. AID 652054, 2013; in the data active = max response below about -50%; inconclusive = no clear call, values can overlap the other calls; note: % is set by controls: 0 for no effect and ±100 for the full control effect; mostly tested at two doses, the higher about 12 µM
Target sequence (P35462 whole entry, looked up): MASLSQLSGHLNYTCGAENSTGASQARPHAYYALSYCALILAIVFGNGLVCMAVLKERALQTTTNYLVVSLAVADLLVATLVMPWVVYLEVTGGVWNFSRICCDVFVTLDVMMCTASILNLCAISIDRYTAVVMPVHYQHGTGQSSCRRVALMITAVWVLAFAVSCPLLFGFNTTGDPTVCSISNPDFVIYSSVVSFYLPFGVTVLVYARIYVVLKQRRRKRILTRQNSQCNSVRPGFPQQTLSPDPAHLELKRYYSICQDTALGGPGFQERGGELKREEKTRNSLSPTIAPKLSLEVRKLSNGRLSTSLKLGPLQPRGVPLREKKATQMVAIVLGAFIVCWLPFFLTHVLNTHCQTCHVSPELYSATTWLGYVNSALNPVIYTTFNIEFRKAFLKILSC
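Cells plated overnight at 1500 cells/well, then exposed to library compounds with dopamine controls for 90 minutes at 37 degrees C. DiscoveRx reagent added for 30–60 minutes at room temperature; luminescence read, quantitative HTS format.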
GLP1R ag – qHTS of GLP-1 Receptor Agonists; Potency, µM (top dose mostly 45.6 µM), for the others: top-dose activation, usual class: activators; actives 0.007% (n = 380,000); HEK293 GLP-1R CRE-luciferase, luminescence, 4-6 h; cells express a hypersensitive GLP-1R form; AID 624172, 2012; Glucagon-like peptide 1 receptor (Homo sapiens), P43220; note: potency is the fitted concentration of half-maximal effect; % of control where 0% means no effect
Target sequence (P43220 whole entry, looked up): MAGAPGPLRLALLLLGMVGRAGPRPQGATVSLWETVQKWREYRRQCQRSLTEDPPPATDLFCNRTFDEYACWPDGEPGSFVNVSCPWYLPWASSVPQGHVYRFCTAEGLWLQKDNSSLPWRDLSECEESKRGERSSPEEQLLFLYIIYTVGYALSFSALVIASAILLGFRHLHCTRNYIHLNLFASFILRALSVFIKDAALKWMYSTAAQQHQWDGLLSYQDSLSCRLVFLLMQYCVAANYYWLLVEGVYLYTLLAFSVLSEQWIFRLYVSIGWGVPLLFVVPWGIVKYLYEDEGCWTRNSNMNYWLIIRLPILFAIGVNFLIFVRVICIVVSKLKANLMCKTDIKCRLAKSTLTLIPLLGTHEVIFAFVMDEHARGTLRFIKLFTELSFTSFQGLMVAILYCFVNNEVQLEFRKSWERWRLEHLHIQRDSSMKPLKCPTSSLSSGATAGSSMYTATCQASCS
HT1080-NT tox – qHTS for induction of synthetic lethality in tumor cells producing 2HG: qHTS for the HT-1080-NT fibrosarcoma cell line. actives 1.6% (n = 360,000). HT-1080-NT fibrosarcoma viability, CellTiter-Glo ATP luminescence, 48 h. Potency, µM (highest dose often 46.1 µM), for the others: at the highest dose activity, negative = less viability, actives largely listed as cytotoxic;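 note: NT is the 2HG producing partner of a matched IDH1 knockdown line; potency is the fitted concentration of half-maximal effect; 0% = DMSO-treated cells and -100% = media-only wells without cells; nearly all actives have a fitted effect of over 55% in size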
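Fibrosarcoma NT cells, 750 per well in 5% FBS RPMI, were exposed to compound for 48 hours. Viability: CellTiter-Glo luminescence.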
IL-1B inflam inh – qHTS for Inhibitors of Inflammasome Signaling: IL-1-beta AlphaLISA Primary Screen | activity change, % at 57.5 µM | THP-1 LPS/ATP IL-1B secretion, AlphaLISA, 16 h; hits give low values | AID 743279, 2014 | actives 4.7% (n = 360,000); in the data active = activity change below about -50%; inconclusive = mostly about -30% to -49%; note: % is set by controls: 0 for no effect and ±100 for the full control effect
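Secreted IL-1B measured by AlphaLISA bead assay after 16 h compound exposure of THP-1 cells; compounds (final up to 57.5 uM) added 1 h before LPS (250 ng/mL) and ATP (1.25 mM) stimulation; lower signal means less secretion.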
HT1080 IDH1KD tx – qHTS for induction of synthetic lethality in tumor cells producing 2HG: qHTS for the HT-1080-IDH1KD cell line; HT-1080 IDH1 knockdown viability, ATP luminescence, 48 h; Potency, µM (titrated, usually from 46.1 µM), for inactives: top-dose activity, negative = toxicity, hits mostly cytotoxic; actives 2% (n = 360,000); AID 686971, 2013;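 note: potency is the fitted concentration of half-maximal effect; 0% = DMSO wells and -100% = cell-free medium wells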
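HT-1080-IDH1KD cells (IDH1 knocked down), 750/well in RPMI with 5% FBS, treated with compound 48 h at 37 degrees C. Viability by CellTiter-Glo luminescence, normalised to DMSO and no-cell wells; concentration-response curves classed.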
KB-V1 cytotox – qHTS assay for MDR1-selective chemotherapeutics: Primary screen using the drug-selected MDR subline cells KB-V1 | actives 3.4% (n = 400,000) | Potency, µM (doses to about 46.1 µM), for the others: at the highest dose activity change, negative = cytotoxicity, usual class: cytotoxic | KB-V1 MDR cells viability, CellTiter-Glo, 72 h | AID 1347076, 2019; note: potency is the fitted concentration of half-maximal effect; % is set by controls: 0 for no effect and ±100 for the full control effect; nearly all actives have a fitted effect of over 60% in size
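KB-V1, DMEM (no phenol red) + 10% FBS; cpd pin-transferred, titration series; 72 h, 37 degrees C; CellTiter-Glo, luminescence. Data normalized, curve-fit.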
KB-3-1 tox – qHTS assay for MDR1-selective chemotherapeutics: Primary screen using the parental adenocarcinoma cell KB-3-1 | actives 1.4% (n = 400,000) | Potency, µM (doses to about 46.1 µM), for inactives: at the top dose activity change, negative = cytotoxic, actives largely listed as cytotoxic | KB-3-1 viability, CellTiter-Glo ATP luminescence, 72 h; note: potency is the fitted concentration of half-maximal effect; % is set by controls: 0 for no effect and ±100 for the full control effect; nearly all actives have a fitted effect of over 60% in size
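Cytotoxicity in the drug-sensitive parental line KB-3-1 was scored as loss of CellTiter-Glo luminescence following 72 h incubation with compound. Values come from curve fitting of normalized concentration-response data.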
DRD3 agonist – qHTS of D3 Dopamine Receptor Agonist: qHTS | D(3) dopamine receptor (Homo sapiens), P35462 | D3R DiscoveRx beta-arrestin cells, luminescence, 90 min | max activation, % | actives 0.58% (n = 410,000) | AID 652048, 2013; in the data active = max activation above about 30%; note: 0% is about no effect; mostly tested at two doses, the higher about 12 µM
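Agonist mode: compounds and dopamine controls were applied to plated cells for 90 min at 37 degrees C after an overnight attachment at 1500 cells/well. Luminescent read-out followed 30 - 60 minutes at room temperature with DiscoveRx detection reagent.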
* marks the source's active call; other numbers are inactive results; [ ] = remark or other dose. Unless noted, calls come from the whole dose curve; as a rule, active = well fitted curve in the direction sought with a large enough effect; inconclusive = small, poorly fitted or top-dose-only effect, or another doubt; inactive = no such curve, though single readings can be large; an effect the other way counts as inactive or inconclusive.

COc1ccccc1CCNC(=O)c1ccc(NC(=O)CC2SC(N3CCCCC3)=NC2=O)cc1 (configuration not stated) was read as SW480 rereplic -9%, DRD3 antagonist -9, GLP1R ag -6%, HT1080-NT tox -6%, IL-1B inflam inh -5, HT1080 IDH1KD tx 0%, KB-V1 cytotox 0%, KB-3-1 tox -13% and DRD3 agonist 1.
Screening COc1ccccc1CC(=O)Nc1ccc(OC)c(OC)c1 returned SW480 rereplic -2%[9.22 µM], DRD3 antagonist -18, GLP1R ag 10%, HT1080-NT tox 11%, IL-1B inflam inh 3, HT1080 IDH1KD tx 2%, KB-V1 cytotox -17%, KB-3-1 tox 6% and DRD3 agonist -1.
Screening Cc1cccc(C)c1NC(=O)Cn1nc(C)n2cccc2c1=O returned SW480 rereplic -4%, DRD3 antagonist -2, GLP1R ag 1%, HT1080-NT tox -2%, IL-1B inflam inh -4, HT1080 IDH1KD tx 0%, KB-V1 cytotox 2%, KB-3-1 tox 2% and DRD3 agonist 0.
Screening O=C(Nc1ccnn1C1CCN(Cc2ccccc2OCCO)CC1)c1cccc(F)c1 returned SW480 rereplic -3%, DRD3 antagonist 3, GLP1R ag -9%, HT1080-NT tox 2%, IL-1B inflam inh 10, HT1080 IDH1KD tx 0%, KB-V1 cytotox -7%, KB-3-1 tox -6% and DRD3 agonist -3.
Screening CCCc1nnc(NC(=O)CCC(=O)O)s1 returned SW480 rereplic -3%, DRD3 antagonist 0, GLP1R ag -3%, HT1080-NT tox 10%, IL-1B inflam inh -6, HT1080 IDH1KD tx -1%, KB-V1 cytotox -15%, KB-3-1 tox 2% and DRD3 agonist -8.
For Cc1ccc(-c2csc3ncnc(NCCC(=O)O)c23)cc1 the results were SW480 rereplic 6%, DRD3 antagonist -5, GLP1R ag 14%, HT1080-NT tox 0%, IL-1B inflam inh 78, HT1080 IDH1KD tx -7%, KB-V1 cytotox 18%, KB-3-1 tox 9% and DRD3 agonist 7.
O=C(CC1Sc2ccccc2NC1=O)Nc1cccc(-c2nnc3n2CCCCC3)c1 (configuration not stated) was read as SW480 rereplic 1%, DRD3 antagonist 2, GLP1R ag -1%, HT1080-NT tox -2%, IL-1B inflam inh 9, HT1080 IDH1KD tx -3%, KB-V1 cytotox inconclusive, KB-3-1 tox 1% and DRD3 agonist 2.
Screening O=C(Nc1ccc(F)cc1F)c1c(C(F)(F)F)ccnc1Oc1cccc(C(F)(F)F)c1 returned SW480 rereplic 3%, DRD3 antagonist -58*, GLP1R ag 8%, HT1080-NT tox -19%, IL-1B inflam inh 2, HT1080 IDH1KD tx -10%, KB-V1 cytotox inconclusive, KB-3-1 tox 2% and DRD3 agonist 0.
Screening O=C(Nc1ccc([N+](=O)[O-])cc1)Nc1ccc2[nH]c(=O)[nH]c2c1 returned SW480 rereplic -11%, DRD3 antagonist -1, GLP1R ag 5%, HT1080-NT tox 0%, IL-1B inflam inh 4, HT1080 IDH1KD tx 1%, KB-V1 cytotox 2%, KB-3-1 tox inconclusive and DRD3 agonist -17.
CO/N=C/NC(=O)NOCc1ncc(C(F)(F)F)cc1Cl was read as SW480 rereplic 1%, DRD3 antagonist 0, GLP1R ag 13%, HT1080-NT tox -2%, IL-1B inflam inh -11, HT1080 IDH1KD tx 0%, KB-V1 cytotox -2%, KB-3-1 tox -5% and DRD3 agonist 0.
For COCOCCn1cc(CN2CCS(=O)(=O)N(Cc3ccc(-c4cccc(CO)c4)cc3)C(C(C)C)C2=O)nn1 (configuration not stated) the results were DRD3 antagonist -13, GLP1R ag 2%, HT1080-NT tox -2%, IL-1B inflam inh 25, HT1080 IDH1KD tx 7%, KB-V1 cytotox 6%, KB-3-1 tox 0% and DRD3 agonist -4.
O=C(CN1C(=O)c2ccccc2C1=O)Nc1ccc2c(c1)OCO2 was read as SW480 rereplic -5%, DRD3 antagonist 17, GLP1R ag 0%, HT1080-NT tox 12%, IL-1B inflam inh 0, HT1080 IDH1KD tx 10%, KB-V1 cytotox 14%, KB-3-1 tox 1% and DRD3 agonist -2.
Screening Cc1ccc(C(=O)Nc2nc(=O)n(C(=O)c3ccccc3Cl)s2)cc1 returned SW480 rereplic -4%, DRD3 antagonist 0, GLP1R ag -12%, HT1080-NT tox 7%, IL-1B inflam inh -10, HT1080 IDH1KD tx 23%, KB-V1 cytotox 3%, KB-3-1 tox 19% and DRD3 agonist 2.
`Cc1cccc(N(CC(=O)NCC2CCCO2)C(=O)CCC(=O)Nc2nccs2)c1` (configuration not stated) gave SW480 rereplic -13%, DRD3 antagonist 11, GLP1R ag 4%, HT1080-NT tox 9%, IL-1B inflam inh 18, HT1080 IDH1KD tx 9%, KB-V1 cytotox 3%, KB-3-1 tox 19% and DRD3 agonist 23.
For CCOC(=O)C1CCCN(C(=O)Cn2cnc3sc(C)c(S(=O)(=O)N4CCOCC4)c3c2=O)C1 (configuration not stated) the results were SW480 rereplic -2%, DRD3 antagonist 12, GLP1R ag 11%, HT1080-NT tox 13%, IL-1B inflam inh -53*, HT1080 IDH1KD tx 5%, KB-V1 cytotox 0%, KB-3-1 tox 0% and DRD3 agonist -8.
For Cc1ccccc1NC(=O)COC(=O)C1(C)CC1(Cl)Cl (configuration not stated) the results were SW480 rereplic -5%, DRD3 antagonist 2, GLP1R ag 3%, HT1080-NT tox 3%, IL-1B inflam inh 14, HT1080 IDH1KD tx 12%, KB-V1 cytotox 4%, KB-3-1 tox 8% and DRD3 agonist 1.
For c1cnc2c(OCc3nc4ccccc4[nH]3)cccc2c1 the results were SW480 rereplic 1%, DRD3 antagonist -8, GLP1R ag 3%, HT1080-NT tox -6%, IL-1B inflam inh -6, HT1080 IDH1KD tx -1%[9.24 µM], KB-V1 cytotox -16%, KB-3-1 tox 1% and DRD3 agonist 2.
CCCCCSc1nc(C)c(CC(=O)O)c(=O)[nH]1 was read as SW480 rereplic -4%, DRD3 antagonist -4, GLP1R ag -9%, HT1080-NT tox 11%, IL-1B inflam inh 11, HT1080 IDH1KD tx 9%, KB-V1 cytotox 0%, KB-3-1 tox 4% and DRD3 agonist -6.
O=C(CCc1nnc2ccc(N3CCCC3)nn12)Nc1ccc(F)c(F)c1 was read as SW480 rereplic 6%, DRD3 antagonist -5, GLP1R ag -2%, HT1080-NT tox inconclusive, IL-1B inflam inh -10, HT1080 IDH1KD tx 21%, KB-V1 cytotox 12%, KB-3-1 tox 4% and DRD3 agonist 1.
O=C(/C=C/c1ccc(S(=O)(=O)N2CCOCC2)cc1)NCc1ccccc1Cl was read as DRD3 antagonist -7, GLP1R ag 4%, HT1080-NT tox -5%, IL-1B inflam inh 0, HT1080 IDH1KD tx -12%, KB-V1 cytotox inconclusive, KB-3-1 tox 6% and DRD3 agonist -4.
For COc1cccc(NC(=O)CSc2nc3ccccc3c(=O)n2CCCC(=O)NCCCN2CCOCC2)c1 the results were SW480 rereplic 0%, DRD3 antagonist -10, GLP1R ag 3%, HT1080-NT tox -22%, IL-1B inflam inh -17, HT1080 IDH1KD tx inconclusive, KB-V1 cytotox -1%, KB-3-1 tox inconclusive and DRD3 agonist -4.
Screening CCCc1n[nH]c2c1/C(=N/O)CC(c1ccccc1)C2 (configuration not stated) returned SW480 rereplic 5%, DRD3 antagonist -25, GLP1R ag 2%, HT1080-NT tox -14%, IL-1B inflam inh inconclusive, HT1080 IDH1KD tx -19%, KB-V1 cytotox inconclusive, KB-3-1 tox 26µM* and DRD3 agonist -13.
Screening O=C(CCNC(=O)c1ccc(Br)o1)NCc1ccccn1 returned SW480 rereplic -6%, DRD3 antagonist 19, GLP1R ag -4%, HT1080-NT tox 3%, IL-1B inflam inh -10, HT1080 IDH1KD tx 21%, KB-V1 cytotox 12%, KB-3-1 tox 22% and DRD3 agonist -6.
Screening CC(Sc1nc2ccccc2c(=O)n1C)C(=O)Nc1ccc2c(c1)OCCO2 (configuration not stated) returned SW480 rereplic inconclusive, DRD3 antagonist -5, GLP1R ag 8%, HT1080-NT tox inconclusive, IL-1B inflam inh 22, HT1080 IDH1KD tx -4%, KB-V1 cytotox 19%, KB-3-1 tox inconclusive and DRD3 agonist -5.
Screening O=C(NCCc1ccccc1)c1nc2c(nnn2Cc2ccccc2Cl)c(=O)[nH]1 returned SW480 rereplic -6%, DRD3 antagonist 31, GLP1R ag 0%, HT1080-NT tox -5%, IL-1B inflam inh 37, HT1080 IDH1KD tx inconclusive, KB-V1 cytotox 15µM*, KB-3-1 tox -22% and DRD3 agonist 7.
For COCCn1c(=S)[nH]c2sc3c(c2c1=O)CCCC3 the results were SW480 rereplic 25%, DRD3 antagonist 8, GLP1R ag -4%, HT1080-NT tox -9%, IL-1B inflam inh 47, HT1080 IDH1KD tx -15%, KB-V1 cytotox -19%, KB-3-1 tox -1% and DRD3 agonist 2.
`OCCC1CN(Cc2nc(-c3ccccc3)cs2)CCN1Cc1ccc(F)cc1` (configuration not stated) gave SW480 rereplic 10%, DRD3 antagonist -3, GLP1R ag 9%, HT1080-NT tox -23%, IL-1B inflam inh -76*, HT1080 IDH1KD tx -17%, KB-V1 cytotox 9.2µM*, KB-3-1 tox inconclusive and DRD3 agonist -23.
